Screening results (PubChem BioAssay)
Mito fusion yeast: inhibitors of mitochondrial division or activators of mitochondrial fusion; hit rate 0.23% among 320,000; AID 485298; S. cerevisiae fusion-defective mutant growth rescue, CellTiterGlo 48 h; Potency, µM (series often up to 46.1 µM), without a hit: at the top dose growth rescue (activation), actives largely listed as activators;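 further: potency means the concentration at half of the fitted maximal effect; % of control where 0% means no effect; nearly all actives have a fitted effect of over 45% in size; temperature-sensitive fusion mutants such as fzo1-1 at 37 °C on non-fermentable ethanol glycerol medium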
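Growth-rescue viability read-out: after 48 h at the non-permissive 37C in glycerol/ethanol YPEG, yeast mitochondrial fusion mutants are measured by CellTiterGlo luminescence; compounds (23 nl pinned per well) restoring growth score as division inhibitors or fusion activators.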
Gal4-VP16 FLuc: counter-screen for ROR gamma inhibitors: Gal4-VP16 reporter. Drosophila S2 Gal4-VP16 UAS-luciferase, luminescence, 20 h. Potency, µM (series often up to 53.6 µM), for the others: at the highest dose activity, negative = inhibition, hits mostly inhibitors. hit rate 3.5% among 310,000. AID 2546;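 further: Gal4-VP16 expression switched on by copper sulfate through the metallothionein promoter; potency means the concentration at half of the fitted maximal effect; on the % scale 0 is the no-effect control and ±100 the full control effect; nearly all actives have a fitted effect of over 50% in size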
RORgamma inh: inhibitors of mouse ROR gamma transcriptional activity. P51450. Drosophila S2 Gal4-RORgamma UAS-luciferase reporter, 20 h. Potency, µM (highest dose often 53.6 µM), without a hit: at the top dose activity change, negative = inhibition, hits mostly inhibitors. hit rate 5.4% among 310,000. AID 2551; further: potency means the concentration at half of the fitted maximal effect; on the % scale 0 is the no-effect control and ±100 the full control effect; nearly all actives have a fitted effect of over 60% in size
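Luminescence from a UAS-regulated Photinus luciferase reporter in stably transfected Drosophila Schneider cells is measured; decreased signal marks ROR gamma inhibition. Fusion expression is induced by 700 uM copper sulfate for 20 hr.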
Menin MLL FP TR: displaces Texas Red mutant MLL peptide from human menin | hit rate 0.23% among 270,000 | O00255 | Potency, µM (doses to about 61.6 µM), without a hit: top-dose FP activity change, negative = inhibition, most hits filed as inhibitors | AID 1768 | Menin + Texas Red MLL mutant peptide, fluorescence polarization; active means well fitted inhibition curve with a large enough effect in the polarisation, with a control signal flat, not every such curve was filed as active; inconclusive means small, poorly fitted or top-dose-only effect, or effect the other way, or a change in a side signal; inactive means no such curve, though single readings can be large or run the other way; the % refers to the polarisation; further: potency means the concentration at half of the fitted maximal effect; % of control where 0% means no effect; many of its hits are not listed in these tables
MBNL1 CUG block: blocks human MBNL1 binding to CUG repeat RNA; AID 2675; TR-FRET MBNL1-His/biotin-(CUG)12 binding, 665/545 ratio; Q9NR56; Potency, µM (top dose mostly 57.5 µM), without a hit: top-dose activity change, negative = inhibition, usual class: inhibitors; hit rate 0.036% among 280,000; active means well fitted inhibition curve with a large enough effect in the signal ratio, with a control signal flat, not every such curve was filed as active; inconclusive means small, poorly fitted or top-dose-only effect, or effect the other way, or a change in a side signal; inactive means no such curve, though single readings can be large or run the other way; the % refers to the signal ratio; further: potency means the concentration at half of the fitted maximal effect; on the % scale 0 is the no-effect control and ±100 the full control effect
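Inhibition of protein-RNA binding appears as loss of TR-FRET between terbium anti-His antibody on MBNL1-His and streptavidin-XL665 on biotin-(CUG)12. Activity is normalized to buffer-only and uninhibited-complex controls.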
NPC1 promoter act: NPC1 promoter activation; Potency, µM (doses to about 9.22 µM), inactives show top-dose activation, usual class: activators; Huh7 NPC1 promoter luciferase reporter, 24 h; hit rate 2.4% among 320,000;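 further: potency means the concentration at half of the fitted maximal effect; % of control where 0% means no effect; nearly all actives have a fitted effect of over 60% in size; reporter is driven by a mutant NPC1 promoter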
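Compounds in DMSO were transferred onto Huh7 NPC1-luciferase reporter cells pre-incubated 2 h; after 24 h at 37 °C, Amplite reagent was dispensed and luminescence recorded 10 min later.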
ELG1 repair inh: blocks ELG1-dependent DNA repair in HEK293T cells; hit rate 2.3% among 330,000; HEK293T ELG1-luciferase reporter, luminescence, 16 h; DNA damage induced by 5-fluorouridine; Potency, µM (highest dose often 46.1 µM), inactives show at the top dose activity change, negative = inhibition, actives largely listed as inhibitors; AID 504467; further: potency means the concentration at half of the fitted maximal effect; on the % scale 0 is the no-effect control and ±100 the full control effect; nearly all actives have a fitted effect of over 55% in size
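HEK293T cells expressing luciferase-tagged ELG1 (2,000/well) received 5-Fluorouridine plus compound or DMSO for 16 hr at 37 °C. Luciferase was read by ONE-Glo luminescence after 30 min at room temperature.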
KCNH2 3.1 inh: inhibitors of human KCNH2 3.1 potassium channel isoform. U2OS KCNH2 3.1, thallium flux FluxOr; active compounds read low. activity change, % (tested at about 1.8 µM). hit rate 0.95% among 340,000. AID 720553;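 active means maximum activity change below -70%; inconclusive means maximum activity change from -70% to -50%; inactive means maximum activity change above -50%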;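 further: thallium influx rate constant from kinetic fluorescence after stimulation buffer; on the % scale 0 is the no-effect control and ±100 the full control effect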
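Steps: virus added to U2OS suspension (4 h, RT, dark); medium with 10% FBS added, cells plated, 37 C overnight; FluxOr/Red40 loading buffer 45 min RT; stimulation buffer, 2 min kinetic read; rate constant normalized.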
PKM2 activator: activators of human pyruvate kinase M2; AID 1631; hit rate 0.34% among 260,000; purified PKM2, Kinase-Glo ATP luminescence, activation; response scale: 0% is enzyme alone, no compound; Potency, µM (top dose mostly 57.5 µM), for inactives: at the top dose activation, most hits filed as activators; further: potency means the concentration at half of the fitted maximal effect; on the % scale 0 is the no-effect control and ±100 the full control effect; nearly all actives have a fitted effect of over 55% in size
Target sequence (P14618 whole entry, looked up): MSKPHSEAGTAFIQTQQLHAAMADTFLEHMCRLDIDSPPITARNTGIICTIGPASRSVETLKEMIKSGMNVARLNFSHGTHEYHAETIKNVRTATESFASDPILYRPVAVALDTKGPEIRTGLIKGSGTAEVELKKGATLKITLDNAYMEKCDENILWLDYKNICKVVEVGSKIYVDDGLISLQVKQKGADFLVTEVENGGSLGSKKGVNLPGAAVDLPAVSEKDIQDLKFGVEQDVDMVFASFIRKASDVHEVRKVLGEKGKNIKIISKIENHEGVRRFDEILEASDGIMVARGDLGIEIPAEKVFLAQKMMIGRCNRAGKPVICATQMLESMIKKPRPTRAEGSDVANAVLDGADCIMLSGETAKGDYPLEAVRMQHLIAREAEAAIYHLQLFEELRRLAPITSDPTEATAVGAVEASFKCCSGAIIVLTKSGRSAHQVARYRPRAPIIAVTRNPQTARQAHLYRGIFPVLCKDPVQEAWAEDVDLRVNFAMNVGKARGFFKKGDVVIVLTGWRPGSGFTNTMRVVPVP
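hPK-M2, >95% pure; 0.1 mM ADP / 0.5 mM PEP final; imidazole pH7.2 buffer w/ 7 mM MgCl2, 50 mM KCl; 1 h RT; Kinase-Glo lum. Intermediate enzyme activity for dual inhibitor/activator qHTS.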
Rab9 promoter act: activates the Rab9 promoter. Huh7 Rab9 promoter-luciferase reporter, luminescence, 24 h. Potency, µM (highest dose often 9.22 µM), for inactives: at the highest dose activation, negative = inhibition, most hits filed as activators. hit rate 2.8% among 320,000; further: potency means the concentration at half of the fitted maximal effect; % of control where 0% means no effect; nearly all actives have a fitted effect of over 60% in size
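Luminescence from Amplite-detected luciferase (10 minutes, ambient) reports Rab9 promoter activation. Before that, stable Rab9-luciferase Huh7 cells (1500/well, reduced-serum OP-MEM I plus 10% FBS) were exposed to compound for 24 hours at 37C.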
FLuc counter: firefly luciferase modulation, counter-screen for miR-21 project | AID 588342 | hit rate 6.9% among 360,000 | P08659 | purified FLuc, Km substrates, luminescence inhibition | Potency, µM (highest dose often 57.5 µM), for inactives: top-dose activity change, negative = inhibition, actives largely listed as inhibitors;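 further: potency means the concentration at half of the fitted maximal effect; plate controls were vehicle for no effect and reference inhibitor for full effect; nearly all actives have a fitted effect of over 55% in size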
Target sequence (P08659 whole entry, looked up): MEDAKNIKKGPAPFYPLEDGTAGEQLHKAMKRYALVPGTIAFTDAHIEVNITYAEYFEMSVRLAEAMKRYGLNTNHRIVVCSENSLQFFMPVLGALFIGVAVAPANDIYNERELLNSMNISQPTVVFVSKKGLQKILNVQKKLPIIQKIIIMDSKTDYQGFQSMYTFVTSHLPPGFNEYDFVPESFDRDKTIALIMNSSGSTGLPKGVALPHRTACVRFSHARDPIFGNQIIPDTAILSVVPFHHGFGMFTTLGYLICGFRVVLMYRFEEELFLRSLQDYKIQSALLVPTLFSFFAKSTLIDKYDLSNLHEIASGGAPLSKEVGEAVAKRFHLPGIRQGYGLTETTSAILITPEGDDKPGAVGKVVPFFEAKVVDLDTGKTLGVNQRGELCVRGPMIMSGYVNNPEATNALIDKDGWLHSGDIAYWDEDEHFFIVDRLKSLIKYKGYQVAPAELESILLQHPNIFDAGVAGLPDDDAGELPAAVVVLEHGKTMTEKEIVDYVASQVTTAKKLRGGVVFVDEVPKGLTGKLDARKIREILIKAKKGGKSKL
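Biochemical qHTS of compounds, final roughly 60 µM downward over six points, against 10 nM purified firefly luciferase using Km concentrations of substrates (10 uM D-luciferin, 10 uM ATP) in Tris acetate pH 7.5 buffer; luminescence output.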
* = called active by the depositor; ? = inconclusive; . = not tested or not shown; [ ] = another dose, or the depositor's remark. Unless noted, the call rests on the fitted dose curve; in most records, active means well fitted curve in the direction sought with a large enough effect; inconclusive means small, poorly fitted or top-dose-only effect, or another doubt; inactive means no such curve, though single readings can be large; an effect the other way counts as inactive or inconclusive. A portion of the library (hit frequency here may not be typical).

Structure,Mito fusion yeast,Gal4-VP16 FLuc,RORgamma inh,Menin MLL FP TR,MBNL1 CUG block,NPC1 promoter act,ELG1 repair inh,KCNH2 3.1 inh,PKM2 activator,Rab9 promoter act,FLuc counter
NC(=O)N/N=C/c1cc(Br)ccc1OC(=O)c1ccccc1,-2%,1%,-2%,-1%,.,-2%,-12%,7,9%,-2%,-8%
COc1ccc(S(=O)(=O)CCC(=O)N2CCN(c3ccccc3F)CC2)cc1,7%,-6%,36%,-12%,-15%,-2%,8%,-6,-1%,-6%,2%
CCc1ccc(OC(C)c2nnc(SCC(=O)Nc3ncccc3C)n2C)cc1 (centres undefined),0%,?,-13%,3%,-10%,1%,-14%,-9,1%,-4%,1%
COc1ccc(C(C(=O)NC2CCCCC2)N(C(=O)c2sc(C)nc2C)c2ccccc2)cc1 (centres undefined),-1%,?,5%,0%,-7%,-3%,-12%,.,0%,-8%,5%
O=C(CCNC(=O)c1ccccc1Cl)NCC(c1ccc(F)cc1)N1CCOCC1 (centres undefined),-13%,.,.,.,.,-5%,1%,-14,.,-2%,-1%
Cc1ccc(-c2cc(C(F)F)nc(NCc3cccs3)n2)cc1,2%,-24%,-36%,-2%,10%,-4%,1%,-31,1%,0%,4%
CC(C)C(=O)Nc1ccc(NC(=S)NC(=O)c2ccccc2F)cc1,-2%,2%,13%,?,-3%,10%,-9%,-20,2%,29%,4%
O=S(=O)(NCC(Nc1ccccc1)c1ccccc1)c1ccc(Cl)cc1 (centres undefined),2%,?,25%,6%,?,-5%,2%,7,-3%,-3%,3%
Cc1ccc2c(n1)CC(C)(C)CC2=O,-3%,-6%,2%,-11%,0%,0%,2%,-21,-1%,-4%,3%
CC(C)C(=O)Nc1ccc(C(=O)N/N=C/c2cc(Br)cc(Br)c2O)cc1,10%,?,?,?,3%,-30%,?,-15,-6%,-52%[inhibitor],-3%
Cc1cc(=O)[nH]c2ccc(S(=O)(=O)Nc3ccccc3)cc12,0%,.,.,-4%,6%,-4%,?,9,?,-1%,5%
CC(C)NC(=O)CSc1nnc(C2CC2)n1-c1ccccc1,0%,-2%,34%,?,-5%,1%,-1%,-12,2%,8%,1%
FC(F)Oc1ccc(NC(=S)NCc2cccnc2)cc1,-1%,-18%,17%,2%,-4%,-9%,-9%,-1,2%,2%,0%
O=C(NCc1ccc2c(c1)OCO2)Nc1cccc(Cl)c1,-9%,5%,34%,?,-10%,28%,?,5,-1%[11.5 µM],25%,?
CCN1CCN(c2nc(-c3ccccc3)c3ccccc3n2)CC1,-18%,-2%,-36%,-12%,28%,0%,-12%,-32,.,-6%,1%
Cc1cc(C(=O)COC(=O)c2csc3c2CCCC3)c(C)n1C,-5%,2%,-3%,?,-4%,15%,?,-15,1%,10%,12µM*

Profiles as entered above. Values in the order: Mito fusion yeast, Gal4-VP16 FLuc, RORgamma inh, Menin MLL FP TR, MBNL1 CUG block, NPC1 promoter act, ELG1 repair inh, KCNH2 3.1 inh, PKM2 activator, Rab9 promoter act, FLuc counter
`O=C(NCc1ccc2c(c1)OCO2)Nc1cccc(Cl)c1` is listed with -9%, 5%, 34%, ?, -10%, 28%, ?, 5, -1%[11.5 µM], 25%, ?
`CC(C)C(=O)Nc1ccc(C(=O)N/N=C/c2cc(Br)cc(Br)c2O)cc1` is listed with 10%, ?, ?, ?, 3%, -30%, ?, -15, -6%, -52%[inhibitor], -3%

Next structures
Structure,Mito fusion yeast,Gal4-VP16 FLuc,RORgamma inh,Menin MLL FP TR,MBNL1 CUG block,NPC1 promoter act,ELG1 repair inh,KCNH2 3.1 inh,PKM2 activator,Rab9 promoter act,FLuc counter
C=C(C)Cn1c(C(C)NC(=O)CCC)nc2ccccc21 (centres undefined),1%,.,-3%[0.365 µM],6%,-4%,4%,-3%,-5,-11%,-2%,3%
O=C(CN1C(=O)NC2(CCCC2)C1=O)OCc1cccc(Br)c1,1%,.,.,.,.,-1%,0%,16,.,-4%,.
CCOC(=O)c1ccc(N2C(=O)CC(Nc3ccc(CCO)cc3)C2=O)cc1 (centres undefined),-6%,-20%,26%,7%,-6%,-4%,16%,9,-6%,12%,-2%
FC(F)(F)c1ccc(Cl)c(N/N=C/c2ccc(N3CCOCC3)s2)c1,-9%,1%,-2%,?,.,-4%,-17%,5,18%,12%,?
CC(=O)Nc1cccc(-c2csc(Nc3ccc(Cl)cn3)n2)c1,17%,-21%,0%,?,7%,2µM*,?,-2,0%,3.2µM*,2.4µM*
COc1cc(C2CC(=O)Nc3n[nH]c(-c4ccccc4)c32)cc(OC)c1OC (centres undefined),0%,2%,0%,.,-13%,-28%,?,0,-5%,-17%,2%
Cc1c(OCc2ccc([N+](=O)[O-])cc2)ccc2c3c(c(=O)oc12)CCC3,-6%,?,?,-8%,.,1.1µM*,?,0,-1%,1µM*,?
CCOc1ccc(/C=N/NC(=O)c2c(-c3ccccc3)noc2C)cc1,-3%,?,?,3%,-9%,-1%,?,-3,-12%,0%,-2%
O=C(Oc1ccc(Oc2ccccc2)cc1)N1CCC(O)CC1,?,-16%,42%,-11%,-10%,?,?,10,.,?,17µM*
O=C(CCS(=O)(=O)c1ccccc1)Nc1ccc(-c2nc3ccccc3s2)cc1,-2%,5.6µM*,?,?,77%[activator],1.6µM*,?,12,?,0.5µM*,-19%
Cc1ccccc1OCC(=O)NC(=S)Nc1ccccc1N1CCN(S(C)(=O)=O)CC1,-6%,?,10µM*,.,-3%,-6%,-18%,-6,-12%,-3%,0%
Cc1ccccc1CN1C[C@@H]2C[C@@H](c3cn[nH]c3-c3ccc(F)cc3)N3CCC[C@@]23C1=O,6%,-6%,-18%,?,2%,-1%,-6%,-13,-1%,-7%,-2%
Cc1cc(NC(=O)c2ccc(F)cc2)n(CCOC(=O)c2ccc(F)cc2)n1,-1%,-16%,?,-12%,-2%,-1%,?,1,0%,0%,0%
Cc1onc(-c2c(F)cccc2Cl)c1C(=O)N=C(N)N1CC(C)OC(C)C1 (centres undefined),3%,3%,-10%,.,-11%,0%,-9%,-7,0%,-6%,1%
CCCCCNCc1ccc(Br)cc1,-4%,6%,11%,-21%,-11%,-3%,-16%,-4,-4%,5%,1%
N=C1C(c2ccc(Br)cc2)=C(O)C2CCc3ccccc3N12 (centres undefined),-9%,6%,6%,-2%,10%,-1%,-22%,6,0%,7%,-16%
NC(=O)N/N=C/c1ccc(OCc2cccc(Cl)c2)cc1,7%,4%,-2%,18%,-8%,10%,?,-7,1%,15%,-2%
NC(=O)C(=O)N/N=C1\CCc2ccccc21,-7%,1%,3%,9%,-6%,7%,?,-16,6%,21%,11µM*
Cc1occc1C(=O)N1CCN(c2ccc([N+](=O)[O-])cc2)CC1,0%,1%,-3%,.,?,-1%,19%,-5,5%,9%,2%
O=C(N/N=C/c1ccncc1)c1cccc(NC(=O)c2ccc(Cl)cc2)c1,-5%,4%,12%,21%,?,-2%,10%,-1,-19%,-3%,-7%
O=C(N/N=C/c1ccc(Sc2nc3ccccc3s2)c([N+](=O)[O-])c1)c1ccccn1,8%,2%,-19%,?,-3%,-4%,-27%,7,1%,-3%,-3%
